BoNT-F LC inh – BoNT F light chain protease inhibition; Multiplex microsphere protease cleavage assay, flow cytometry; inhibition, % at 10 µM; actives 0.22% (n = 360,000); AID 588497; in the data active = inhibition above about 35%, passing the limit was not always enough; inconclusive = no clear call, values can overlap the other calls; also: plate controls were buffer without enzyme for full effect and enzyme alone for no effect
Rv3671c protease – inhibits the M. tuberculosis serine protease Rv3671c | inhibition, % at 5.96 µM | P9WHR9 | actives 0.048% (n = 320,000); in the data active = inhibition above about 38%;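 also: extracellular domain of Rv3671c used as enzyme; 0% = enzyme with DMSO and 100% = no enzyme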
Target sequence (P9WHR9 whole entry, looked up, the tested form may be a part): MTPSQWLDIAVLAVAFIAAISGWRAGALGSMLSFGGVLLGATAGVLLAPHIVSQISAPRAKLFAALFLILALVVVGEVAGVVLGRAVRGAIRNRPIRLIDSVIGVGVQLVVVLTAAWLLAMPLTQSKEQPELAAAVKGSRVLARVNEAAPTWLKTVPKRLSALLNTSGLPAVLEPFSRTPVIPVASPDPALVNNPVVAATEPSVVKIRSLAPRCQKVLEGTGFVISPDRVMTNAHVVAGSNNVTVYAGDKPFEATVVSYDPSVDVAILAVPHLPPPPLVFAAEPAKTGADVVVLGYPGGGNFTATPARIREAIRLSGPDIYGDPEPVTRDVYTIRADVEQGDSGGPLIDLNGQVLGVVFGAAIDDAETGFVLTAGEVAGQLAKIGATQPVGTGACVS
FadD28 FP inh – inhibitors of Mycobacterium tuberculosis FadD28 bisubstrate binding. FadD28 bisubstrate probe binding, fluorescence polarization. inhibition, % at 12.5 µM. actives 0.22% (n = 360,000). AID 588549; in the data active = inhibition above about 8.5%, passing the limit was not always enough; inconclusive = no clear call, values can overlap the other calls
GDH-TPI inh – counter-screen for M. tuberculosis FBA inhibitors: GDH-TPI coupled enzymes; GDH-TPI coupled enzyme counterscreen, NADH absorbance; inhibition, % at 4.8 µM; actives 1.2% (n = 360,000); AID 588335; in the data active = inhibition above about 30%;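 also: 0% = DMSO wells and 100% = wells lacking the enzyme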
BioA inh – blocks M. tuberculosis BioA enzyme activity; purified M. tuberculosis BioA enzyme, plate reader; inhibition, % at 9.99 µM; actives 0.096% (n = 360,000); AID 602481; in the data active = inhibition above about 40%; inconclusive = no clear call, values can overlap the other calls
Mtb FBA inh – inhibits M. tuberculosis FBA enzyme; P9WQA3; purified M. tuberculosis FBA, fluorescence read-out; inhibition, % at 1 µM; actives 2.3% (n = 360,000); in the data active = inhibition above about 27%;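 also: 0% = vehicle and 100% = reference inhibitor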
Target sequence (P9WQA3 whole entry, looked up): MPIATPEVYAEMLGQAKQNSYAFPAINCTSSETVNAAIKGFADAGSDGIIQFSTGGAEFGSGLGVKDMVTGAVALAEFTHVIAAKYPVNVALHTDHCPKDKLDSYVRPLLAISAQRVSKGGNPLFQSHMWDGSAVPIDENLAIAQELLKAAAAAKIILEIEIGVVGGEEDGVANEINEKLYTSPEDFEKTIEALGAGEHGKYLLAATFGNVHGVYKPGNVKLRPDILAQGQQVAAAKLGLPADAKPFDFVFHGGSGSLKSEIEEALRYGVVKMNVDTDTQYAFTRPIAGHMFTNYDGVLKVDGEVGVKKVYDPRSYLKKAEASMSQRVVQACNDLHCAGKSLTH
PrPC TRFRET – reduces human prion protein on the cell surface. P04156. inhibition, % at 13.8 µM. actives 0.43% (n = 370,000). cell surface PrPC, TR-FRET read-out. AID 720596; in the data active = inhibition above about 24%; also: 0% = median of the test wells and 100% = reference compound wells
UGM FP inh – blocks M. tuberculosis UGM enzyme; P9WIQ1; purified UGM, fluorescence polarization probe displacement; inhibition, % at 10 µM; actives 0.06% (n = 320,000); AID 504406; in the data active = inhibition above about 10%, passing the limit was not always enough; inconclusive = no clear call, values can overlap the other calls
MazF activator – activators of E. coli MazEF toxin-antitoxin RNase; P0AE70; FAM/BHQ RNA-DNA oligo cleavage fluorescence, 5 h; activation, % at 20 µM; actives 0.32% (n = 350,000); in the data active = activation above about 50%
Target sequence (P0AE70 whole entry, looked up): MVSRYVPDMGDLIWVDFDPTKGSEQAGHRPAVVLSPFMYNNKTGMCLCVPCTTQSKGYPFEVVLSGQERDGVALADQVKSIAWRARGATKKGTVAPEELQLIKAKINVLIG
Numbers without * were called inactive; ? = inconclusive; nt = no result given.

Each structure is followed by: GDH-TPI inh | Mtb FBA inh | PrPC TRFRET | MazF activator | FadD28 FP inh | BoNT-F LC inh | UGM FP inh | Rv3671c protease | BioA inh
(1) COc1cc(OC)c(OC)cc1/C=N/n1c(C)nc2ccccc2c1=O
→ 26 | 5 | 2 | 7 | 2.1 | -4 | 0.6 | 2 | -3.5
(2) Cc1cccc(-n2c(N)c(-c3nc4ccccc4n3C)c3nc4ccccc4nc32)c1
→ 15 | 7 | -2 | -13 | -2.9 | 2 | -0.8 | 2 | nt
(3) CC(C)Sc1ncc(S(=O)(=O)c2ccccc2)c(=O)[nH]1
→ -4 | 5 | 4 | -5 | 1.0 | 4 | 1.0 | -6 | nt
(4) NS(=O)(=O)c1ccc(N=NN2CCCCC2)cc1
→ 14 | -5 | -6 | 5 | -2.5 | -3 | 1.9 | 2 | nt
(5) CCOC(=O)C1CCN(c2ncnc3c2[nH]c2cccc(OC)c23)CC1
→ 27 | 125* | 2 | -8 | -2.2 | -5 | 2.8 | -6 | -2.1
(6) CCN1CCN(S(=O)(=O)c2ccc(Cl)c(C(=O)NCc3nc4ccccc4[nH]3)c2)CC1
→ 10 | -1 | -3 | 11 | -2.2 | -1 | nt | 9 | -1.4
(7) CC(C)CCNC(=O)C1CCCN(S(=O)(=O)c2ccc3c(c2)CC(C)N3C(=O)C2CC2)C1 (stereo unspecified)
→ 5 | 1 | 5 | 11 | 0.4 | nt | -1.0 | -9 | -0.2
(8) CCCCNS(=O)(=O)c1ccc(S(=O)(=O)n2cnc3ccccc32)cc1
→ -9 | 0 | 11 | -7 | -1.7 | -1 | -3.8 | 3 | -0.9
(9) Cc1ccc(C(=O)C(OC(=O)c2c(C)cc(=O)oc2C)c2ccccc2)cc1 (stereo unspecified)
→ -2 | 1 | -5 | 10 | -2.9 | -5 | 0.8 | -9 | nt
(10) COc1ccc(CNC(=O)C[C@H]2C[C@H](C(=O)N3CCCCC3)[C@@]3(C)c4[nH]c5cc(-c6ccco6)ccc5c4CCN3C2=O)cc1OC
→ 10 | 28* | -3 | -6 | -0.8 | -4 | nt | nt | -2.1
(11) COc1ccccc1OCCOCCOc1c(C)cc(C)cc1Br
→ 2 | 0 | -3 | -9 | 0.6 | -5 | 4.9 | 5 | nt
(12) CCCCn1c(=O)c(C(=O)NCc2ccc(Cl)cc2)c(O)c2ccccc21
→ 9 | 2 | 2 | 11 | -1.7 | 8 | 1.3 | 3 | -1.2
(13) CN(C)C(=O)c1cccc(-c2cccc(-c3nc(C(=O)NCc4ccccc4)cc4c3[C@@H](CCO)N(S(=O)C(C)(C)C)C4)c2)c1 (stereo partly specified)
→ nt | 2 | 2 | nt | -4.0 | -2 | nt | nt | -1.9
(14) COC(=O)N1C/C=C\C(c2ccc(OC)cc2)N(Cc2ccc(F)cc2)C(=O)C1 (stereo unspecified)
→ 5 | 1 | -6 | -12 | -1.6 | -11 | 0.8 | 6 | -2.4
(15) O=C(OCc1cnc(Cl)s1)c1cccs1
→ -1 | 3 | -1 | 0 | -1.8 | 3 | -0.1 | 2 | -3.1
(16) CN(CC(=O)NCC(=O)Nc1ccc(F)c(F)c1F)C1CCS(=O)(=O)C1 (stereo unspecified)
→ 1 | 1 | -4 | -1 | 0.3 | -1 | -1.1 | -7 | 0.6
(17) CC(=O)c1cc2cccc(OC3(C)CCN(Cc4ccc(-c5ccccn5)cc4)C3)c2o1 (stereo unspecified)
→ 0 | 1 | -8 | nt | -3.8 | -3 | nt | nt | 0.8
(18) COc1ccccc1/C=C/C(=O)NC1CC2CCC1C2 (stereo unspecified)
→ 7 | 5 | -1 | 11 | -1.0 | ? | -0.7 | -2 | 0.4
(19) COc1cc(C2/C(=C(\O)c3ccc4c(c3)CC(C)O4)C(=O)C(=O)N2CCN2CCOCC2)cc(OC)c1OC (stereo unspecified)
→ 29 | -2 | 3 | 0 | -0.5 | 0 | -0.4 | 1 | -1.9
(20) Nc1ccc(NC2C[C@@H](C(=O)O)NC2=O)cc1 (stereo partly specified)
→ 4 | 1 | 6 | 4 | 0.6 | -2 | 1.9 | -4 | nt
(21) O=[N+]([O-])c1cc([N+](=O)[O-])c(Oc2ccc(Cl)c3cccnc23)cc1NN1CCCCC1
→ 14 | 0 | -8 | -2 | -0.6 | -7 | -0.3 | 5 | -1.4
(22) CCC(C)NC(=O)c1ccc2nc(-c3ccc(OC)c(OC)c3)c(-c3ccc(OC)c(OC)c3)nc2c1 (stereo unspecified)
→ 4 | -1 | -2 | 2 | -1.0 | -7 | -1.8 | 4 | nt
(23) CCOC(=O)Nc1ccc2c(CN3CCN(S(=O)(=O)c4ccccc4)CC3)cc(=O)oc2c1
→ 2 | 5 | -1 | -12 | 0.4 | -8 | -0.6 | 0 | -0.6
(24) COc1ccc(C)cc1NC(=O)C1CC(=O)N(Cc2ccco2)C1 (stereo unspecified)
→ 5 | 1 | -10 | 2 | -0.6 | -8 | 0.2 | -1 | -0.1
(25) C#CCOCCOCCOCCNc1nc(N2CCOCC2)nc(N2CCN(C(=O)[C@H](Cc3cc4ccccc4[nH]3)n3cc([C@@H](N)Cc4ccc(O)cc4)nn3)CC2)n1
→ -3 | 0 | 0 | 8 | 0.9 | -14 | -1.7 | -10 | -0.4
(26) CC1CCCCN1C(=O)CSc1nc(-c2ccccc2)cn1N (stereo unspecified)
→ 7 | 3 | 5 | 0 | -1.3 | -2 | -0.4 | 2 | nt
(27) Cc1ccc(Oc2nc(C(F)(F)F)nc3ccccc23)cc1
→ 1 | -2 | 5 | 2 | -0.4 | -4 | -1.4 | 5 | nt
(28) CC1CC1C(=O)OCC(=O)NC(=O)c1ccc(C(C)(C)C)cc1 (stereo unspecified)
→ 21 | 1 | -4 | 2 | -0.9 | -9 | -0.4 | 3 | 0.2
(29) CC1CN(c2cc(=O)n(-c3ccc(Cl)cc3)c(=O)[nH]2)CC(C)O1 (stereo unspecified)
→ -4 | -1 | 7 | 5 | -1.0 | -17 | nt | nt | -1.4
(30) Cc1nc(-c2nc(CC(=O)NNC(=O)c3ccc(Cl)cc3)cs2)cs1
→ 6 | 0 | 8 | 13 | -3.2 | ? | -0.1 | 0 | 5.4

Ordered by number of heavy atoms (low to high): 11 of the compounds above
Each structure is followed by: GDH-TPI inh | Mtb FBA inh | PrPC TRFRET | MazF activator | FadD28 FP inh | BoNT-F LC inh | UGM FP inh | Rv3671c protease | BioA inh
(15) O=C(OCc1cnc(Cl)s1)c1cccs1
→ -1 | 3 | -1 | 0 | -1.8 | 3 | -0.1 | 2 | -3.1
(3) CC(C)Sc1ncc(S(=O)(=O)c2ccccc2)c(=O)[nH]1
→ -4 | 5 | 4 | -5 | 1.0 | 4 | 1.0 | -6 | nt
(26) CC1CCCCN1C(=O)CSc1nc(-c2ccccc2)cn1N (stereo unspecified)
→ 7 | 3 | 5 | 0 | -1.3 | -2 | -0.4 | 2 | nt
(11) COc1ccccc1OCCOCCOc1c(C)cc(C)cc1Br
→ 2 | 0 | -3 | -9 | 0.6 | -5 | 4.9 | 5 | nt
(16) CN(CC(=O)NCC(=O)Nc1ccc(F)c(F)c1F)C1CCS(=O)(=O)C1 (stereo unspecified)
→ 1 | 1 | -4 | -1 | 0.3 | -1 | -1.1 | -7 | 0.6
(12) CCCCn1c(=O)c(C(=O)NCc2ccc(Cl)cc2)c(O)c2ccccc21
→ 9 | 2 | 2 | 11 | -1.7 | 8 | 1.3 | 3 | -1.2
(14) COC(=O)N1C/C=C\C(c2ccc(OC)cc2)N(Cc2ccc(F)cc2)C(=O)C1 (stereo unspecified)
→ 5 | 1 | -6 | -12 | -1.6 | -11 | 0.8 | 6 | -2.4
(6) CCN1CCN(S(=O)(=O)c2ccc(Cl)c(C(=O)NCc3nc4ccccc4[nH]3)c2)CC1
→ 10 | -1 | -3 | 11 | -2.2 | -1 | nt | 9 | -1.4
(7) CC(C)CCNC(=O)C1CCCN(S(=O)(=O)c2ccc3c(c2)CC(C)N3C(=O)C2CC2)C1 (stereo unspecified)
→ 5 | 1 | 5 | 11 | 0.4 | nt | -1.0 | -9 | -0.2
(23) CCOC(=O)Nc1ccc2c(CN3CCN(S(=O)(=O)c4ccccc4)CC3)cc(=O)oc2c1
→ 2 | 5 | -1 | -12 | 0.4 | -8 | -0.6 | 0 | -0.6
(13) CN(C)C(=O)c1cccc(-c2cccc(-c3nc(C(=O)NCc4ccccc4)cc4c3[C@@H](CCO)N(S(=O)C(C)(C)C)C4)c2)c1 (stereo partly specified)
→ nt | 2 | 2 | nt | -4.0 | -2 | nt | nt | -1.9

Following part
Each structure is followed by: GDH-TPI inh | Mtb FBA inh | PrPC TRFRET | MazF activator | FadD28 FP inh | BoNT-F LC inh | UGM FP inh | Rv3671c protease | BioA inh
(31) COc1cccc(CN2CC(C(=O)N3CCN(C(C)C)CC3)CCC2=O)c1 (stereo unspecified)
→ -1 | 0 | -6 | 2 | -0.4 | -2 | 1.8 | 0 | -1.9
(32) Cc1ccccc1-n1c(SCC(=O)c2cc(C)n(C)c2C)nnc1-c1cccnc1
→ 4 | 3 | nt | -6 | -4.0 | -6 | 2.3 | -1 | nt
(33) Cc1noc(C)c1S(=O)(=O)N1CCC(C(=O)Nc2ccccn2)CC1
→ 30 | 4 | 3 | 5 | -0.4 | -10 | -2.0 | 0 | 0.3
(34) O=C(CN1CCN(c2ccccc2F)CC1)c1ccc2c(c1)OCO2
→ -2 | 4 | 7 | 4 | -1.3 | -12 | 0.5 | 1 | 2.0
(35) CCn1nc(C)c(CN2CCC(n3nccc3NC(=O)Cc3ccccc3)CC2)c1C
→ -5 | -1 | -6 | -1 | -3.7 | 4 | 1.4 | 10 | -3.0
(36) CCOC(=O)c1c(NC(N)=O)sc(C)c1C
→ -10 | 1 | -2 | -4 | -0.8 | 21 | 0.7 | -13 | 0.0
(37) Cc1c[n+](C)ccc1CC1C([N+](=O)[O-])=C[N-]c2ncnn21 (stereo unspecified)
→ 1 | -11 | -18 | 1 | -1.2 | 1 | nt | nt | -1.3
(38) CC(=O)N(Cc1cccs1)Cc1cc2cc(C)c(C)cc2nc1Cl
→ -3 | -2 | 7 | 4 | -5.8 | -3 | -2.3 | 3 | nt
(39) Cc1ccc(S(=O)(=O)n2ccc(-c3cccc(OCc4c(F)cccc4Cl)c3)n2)cc1
→ 14 | -5 | 4 | 3 | -1.4 | -10 | 0.4 | -10 | -2.0
(40) CCOC(=O)CCCNC(=O)CN1CCC(c2nc3ccccc3s2)CC1
→ 4 | 4 | -1 | -7 | 0.5 | -3 | 1.2 | 5 | 1.5
(41) COc1cc(/C=N/NC(=O)c2ccncc2)cc2c1OCO2
→ 17 | -1 | -11 | 0 | -1.4 | 3 | 0.6 | 5 | -1.0
(42) Cc1noc(C)c1COc1ccccc1C(=O)NC(C)c1ccc(Cl)cc1 (stereo unspecified)
→ -12 | -1 | 1 | 2 | -3.6 | -9 | 0.6 | -3 | 0.7
(43) COC(=O)c1cc(S(=O)(=O)N2CCN(c3cccc(OC)c3)CC2)cn1C
→ -5 | -2 | -3 | 0 | -1.4 | -1 | -1.2 | -1 | -0.8
(44) O=C(NC(=S)NCC1CCCO1)c1ccc(Cl)cc1Cl (stereo unspecified)
→ -4 | -3 | -8 | 0 | -4.6 | -4 | -0.1 | -4 | nt
(45) CCNC(=O)c1cc2c(c(-c3cccc(-c4cccc(C(=O)N(C)C)c4)c3)n1)[C@@H](CCO)N(S(=O)C(C)(C)C)C2 (stereo partly specified)
→ nt | 2 | 1 | nt | -2.6 | -24 | nt | nt | -4.0
(46) C[C@]12c3[nH]c4ccc(Cl)cc4c3CCN1C(=O)[C@@H](CC(=O)NCCc1ccccn1)C[C@@H]2C(=O)N1CCOCC1
→ -1 | -2 | 1 | 7 | -2.8 | -2 | nt | nt | 1.3
(47) Cc1cccc(NC(=S)N(CCN(C)C)Cc2cc3cc(C)ccc3[nH]c2=O)c1
→ 0 | -2 | -5 | 8 | -2.6 | 0 | 2.5 | 11 | nt
(48) Cc1ccc2[nH]c(C(=O)NN=C3CCCCC3)c(-c3ccccc3)c2c1
→ 7 | 8 | 4 | -1 | -6.7 | -4 | -2.5 | -25 | nt
(49) O=C(Nc1cccc(S(=O)(=O)N2CCCCCC2)c1)c1cc(=O)c2ccccc2o1
→ 0 | -3 | -2 | 3 | -8.0 | -3 | -1.8 | -87 | nt
(50) COc1ccc(CCN(C)C(=O)c2cc(S(=O)(=O)NCc3ccccc3)ccc2C)cc1OC
→ 1 | 2 | -1 | 2 | 0.4 | -4 | 1.5 | 0 | -1.9
(51) COc1ccc(S(=O)(=O)Nc2ccc(NC(C)=O)cc2)cc1Br
→ -5 | -1 | -1 | 0 | -3.5 | -1 | -5.1 | 5 | nt

Compound activity: PubChem, several laboratories
